MsrA inh = bovine MsrA enzyme inhibitors, primary screen, biochemical, absorbance, HTS; purified bovine MsrA, absorbance read-out; inhibition, % at 15.5 µM; 360,000 compounds, 0.75% hits; in the data active = inhibition above about 4.5%;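 note: 0% = vehicle wells with enzyme and 100% = reference inhibitor wells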
MT1-MMP act inh = blockers of MT1-MMP proenzyme processing, primary screen, HT1080 RFP-PRO-GFP cells, GFP/RFP fluorescence; Matrix metalloproteinase-14 (Homo sapiens), P50281; GFP/RFP ratio fluorescence, overnight; percent of plate control window, DMSO zero; GFP/RFP ratio change, % at 20 µM; 360,000 compounds, 0.061% hits; AID 651647, 2012;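 active = GFP/RFP ratio change of at least 30% with cell ATP level not reduced by more than half and red fluorescence within 50% of control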; note: strong numbers were not always called active
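Assay system: HT1080 RFP-PRO-GFP cells. Benchmarks: DMSO vehicle wells and RFP-L50D-GFP reporter cell wells. Times: overnight cell settling, then overnight compound exposure, 37 °C, 5% CO2. Compound: 20 µM single dose, 1% DMSO. Read-out basis: GFP/RFP fluorescence ratio.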
bovine MsrA act = bovine MsrA enzyme activators, primary screen, biochemical, absorbance, HTS | Methionine sulfoxide reductase A (Bos taurus) | activation, % at 10.6 µM | 360,000 compounds, 0.3% hits | purified bovine MsrA, absorbance read-out; in the data active = activation above about 7.5%;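 note: 0% = vehicle and 100% = reference activator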
Rin1-Abl PPI inh = inhibitors of Rin1-Abl protein binding, primary screen, biochemical, TR-FRET; AID 588664, 2011; Tyrosine-protein kinase ABL1 (Homo sapiens) + Ras and Rab interactor 1 (Homo sapiens), …; inhibition, % at 7.35 µM; 360,000 compounds, 0.4% hits; in the data active = inhibition above about 5%, passing the limit was not always enough
FAS-TE inh = FAS thioesterase domain inhibitors, primary screen, biochemical, fluorescence intensity, uHTS; inhibition, % at 15 µM; 360,000 compounds, 0.67% hits; Fatty acid synthase (Homo sapiens), P49327; recombinant FAS-TE, OMFH fluorogenic substrate, fluorescence endpoint;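 active = compounds whose normalised, plate-corrected inhibition of enzyme fluorescence in the single-dose primary screen is 50% or more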;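 note: 0% = DMSO with enzyme and 100% = substrate without enzyme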
CSN inh = inhibitors of CSN-mediated cullin deneddylation, primary screen, biochemical, fluorescence polarization, uHTS; COP9 signalosome complex subunit 5 (Homo sapiens), Q92905; Purified CSN, SCF-Nedd8-OG deneddylation; inhibition, % at 12.5 µM; 360,000 compounds, 0.38% hits;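 active = pattern-corrected inhibition above about 35%, with an unprinted fluorescence ratio check between 0.5 and 1.5, limit read from the data, passing the limit was not always enough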;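 note: 0% = enzyme with substrate and 100% = substrate without enzyme; some results filed as inactive read as strong as hits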
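assay system = purified human Csn5 enzyme expressed in HEK293T cells | amount = 0.24 nM enzyme | buffer or medium = Tris/NaCl/DTT buffer, pH 7.5 | reagent = 10 nM SCFSkp2-Nedd8OG | compound = one concentration, 12.5 µM, 0.25% DMSO | times = 90 min reaction at room temperature | signal = FP | read-out basis = % inhibition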
E coli Lon inh = inhibitors of E. coli Lon protease, primary screen, biochemical, fluorescence polarization; P0A9M0; purified E. coli Lon protease; inhibition, % at 7.94 µM; 360,000 compounds, 0.42% hits; AID 602123, 2011; in the data active = inhibition above about 13%, passing the limit was not always enough;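 note: 0% = enzyme with probe and DMSO and 100% = no enzyme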
Target sequence (P0A9M0 whole entry, looked up): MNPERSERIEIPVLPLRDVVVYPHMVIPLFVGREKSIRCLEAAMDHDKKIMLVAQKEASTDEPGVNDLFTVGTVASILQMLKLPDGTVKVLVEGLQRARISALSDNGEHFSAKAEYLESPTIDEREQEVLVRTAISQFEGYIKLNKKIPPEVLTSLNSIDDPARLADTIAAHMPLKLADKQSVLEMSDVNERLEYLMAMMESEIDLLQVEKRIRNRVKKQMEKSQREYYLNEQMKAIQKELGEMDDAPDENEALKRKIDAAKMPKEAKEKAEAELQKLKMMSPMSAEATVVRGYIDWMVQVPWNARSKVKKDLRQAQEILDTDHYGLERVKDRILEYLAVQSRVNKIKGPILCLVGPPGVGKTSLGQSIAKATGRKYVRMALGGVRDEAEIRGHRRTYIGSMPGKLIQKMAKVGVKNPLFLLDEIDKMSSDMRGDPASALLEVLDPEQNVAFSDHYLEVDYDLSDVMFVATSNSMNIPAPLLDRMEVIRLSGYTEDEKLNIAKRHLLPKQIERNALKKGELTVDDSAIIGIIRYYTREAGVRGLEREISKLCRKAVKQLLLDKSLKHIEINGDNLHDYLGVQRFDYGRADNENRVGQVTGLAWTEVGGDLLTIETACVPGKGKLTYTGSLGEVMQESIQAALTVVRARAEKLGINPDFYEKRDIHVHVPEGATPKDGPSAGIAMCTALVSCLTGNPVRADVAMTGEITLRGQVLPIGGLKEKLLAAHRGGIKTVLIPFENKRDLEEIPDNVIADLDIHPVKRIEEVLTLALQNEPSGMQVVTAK
Rpn11 block = Rpn11 (PSMD14) deubiquitinase inhibitors, primary screen, biochemical, fluorescence polarization, uHTS. 26S proteasome non-ATPase regulatory subunit 14 (Homo sapiens), O00487. human 26S proteasome, Ub4-pepOG fluorescence polarization; 20S core pre-blocked with epoxomicin. calls only at 20 µM. 360,000 compounds, 0.59% hits. AID 588493, 2011;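 active = inhibition at 20 µM, scaled to each plate's controls, above about 33%, limit read from the data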
Target sequence (O00487 whole entry, looked up): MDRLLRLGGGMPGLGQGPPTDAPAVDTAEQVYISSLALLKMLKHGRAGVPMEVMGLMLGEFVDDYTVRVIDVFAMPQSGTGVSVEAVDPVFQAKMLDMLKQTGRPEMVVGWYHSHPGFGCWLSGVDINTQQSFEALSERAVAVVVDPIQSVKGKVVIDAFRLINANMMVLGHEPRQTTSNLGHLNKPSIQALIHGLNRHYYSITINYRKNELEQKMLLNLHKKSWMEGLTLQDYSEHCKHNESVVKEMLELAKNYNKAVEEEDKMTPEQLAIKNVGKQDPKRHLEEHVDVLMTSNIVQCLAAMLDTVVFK
PABP1 MLLE inh = inhibitors of PABP1 MLLE–PAM2 peptide binding, primary screen, biochemical, fluorescence polarization, FITC-PAM2, GST-MLLE. AID 588489, 2011. 360,000 compounds, 0.36% hits. Polyadenylate-binding protein 1 (Homo sapiens), P11940. inhibition, % at 20 µM; in the data active = inhibition above about 35%, passing the limit was not always enough;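 note: plate controls were DMSO wells with GST-MLLE for no effect and wells lacking GST-MLLE protein for full effect; some results filed as inactive read as strong as hits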
* = called active by the depositor; i = inactive; / = not tested or not shown; + = active, no number.

No. | structure | MsrA inh | MT1-MMP act inh | bovine MsrA act | Rin1-Abl PPI inh | FAS-TE inh | CSN inh | E coli Lon inh | Rpn11 block | PABP1 MLLE inh
1 | CC(=Nc1ccccc1)c1sc2ccccc2c1O | 0.6 | -73 | -11 | -3 | -9 | 5 | -23 | i | 5
2 | O=S1(=O)CC(N2CCC(Cc3ccccc3)CC2)CN1C1CCCC1 (configuration not stated) | 1.2 | 3 | -2 | -4 | 2 | -2 | -9 | i | 12
3 | O=C(Nc1cccc2cccnc12)C1CCCC1 | 1.9 | 2 | -8 | 7 | -3 | -4 | -1 | i | 7
4 | COC(=O)[C@@]1(Cc2ccccc2)[C@H]2C(=O)N(C)C(=O)[C@H]2[C@H]2CN=C(SCC3CC3)N21 | -1.2 | 3 | -1 | -1 | -7 | -1 | 4 | i | -79
5 | Cn1c(SCC(=O)Nc2ccc(Cl)cc2)nc(O)cc1=O | -1.6 | -3 | -4 | -3 | -4 | 4 | 4 | i | 3
6 | CC12CN3CC(C)(CN(C1)C3c1ccc(Br)cc1)C2=O (configuration not stated) | -0.1 | 1 | -1 | 1 | -1 | 4 | -6 | i | 0
7 | Cn1c(=O)c2c(ncn2CC(=O)N2CCN(c3cccc(Cl)c3)CC2)n(C)c1=O | -1.4 | -4 | -4 | 2 | 4 | 4 | -4 | i | 0
8 | O=C(Nc1cccc(S(=O)(=O)NC2=NCCCCC2)c1)c1cc(-c2ccc(Cl)cc2)nc2ccccc12 | 3.4 | -4 | -1 | 1 | 57* | 0 | -4 | i | 7
9 | O=C(N/N=C/c1ccc(Br)o1)c1cc([N+](=O)[O-])cc([N+](=O)[O-])c1 | 1.6 | 3 | -6 | 2 | 33 | 1 | 1 | i | 4
10 | c1ccc(Nc2nc(NCCN3CCOCC3)nc(Nc3ccccc3)n2)cc1 | 0.9 | 5 | -2 | 0 | 3 | 2 | -1 | i | -13
11 | CCCNC(=O)C1(C)CCCN(Cc2ccc(-c3ccccc3)cc2)C1 (configuration not stated) | 1.6 | -2 | 4 | -2 | 7 | 4 | 7 | i | -3
12 | CC(=O)NS(=O)(=O)c1ccc(NC(=O)C2C3C=CC(C3)C2C(=O)O)cc1 (configuration not stated) | -0.8 | 1 | -2 | 3 | -13 | -2 | 2 | i | 3
13 | O=C(COC(=O)CNS(=O)(=O)c1c(F)cccc1F)NC(=O)NC1CCCCC1 | 2.6 | 1 | 0 | 2 | -5 | -3 | 27* | i | -3
14 | O=C(c1ccc(Cl)c([N+](=O)[O-])c1)N1CCN(C(=O)c2ccco2)CC1 | 1.2 | -5 | -6 | 1 | -9 | -1 | 3 | i | -1
15 | COc1ccc(-c2nc(SC(C)C(=O)NCC3CCCO3)n[nH]2)cc1 (configuration not stated) | -0.5 | -3 | -1 | 4 | 4 | -8 | -16 | i | -44
16 | Fc1cccc(Nc2c3c(nc4ccccc24)CCC3)c1 | 2.6 | 11 | -6 | 0 | 8 | 5 | -2 | i | -9
17 | CS(=O)(=O)N1CCN(c2ccccc2NC(=O)c2cccs2)CC1 | 0.4 | 4 | 0 | 0 | -1 | -1 | 6 | i | 14
18 | O=C(NCC1CCCO1)C1CCCN(S(=O)(=O)c2cccc(C(F)(F)F)c2)C1 (configuration not stated) | 0.6 | 1 | -4 | 1 | -1 | 1 | -1 | i | -6
19 | COCOCCn1cc(CN2CCS(=O)(=O)N(Cc3ccc(-c4ccc(Cl)cc4)cc3)C(C(C)C)C2=O)nn1 (configuration not stated) | -0.7 | -1 | -4 | -3 | 2 | -3 | 0 | i | -4
20 | CCc1nc2nc(C)c(NS(=O)(=O)c3ccc(C4CCCCC4)cc3)c(=O)n2[nH]1 | 1.7 | 2 | -10 | 4 | 4 | 0 | -1 | i | -1
21 | CSc1sc(-c2ccnc(SCCS(C)(=O)=O)n2)c(-c2ccccc2)c1C#N | 0.0 | 6 | -4 | 1 | 36 | 0 | 9 | i | 13
22 | C/C(=N/NC(=O)CNC(=O)c1ccccc1)c1ccc(C)cc1 | 0.4 | 2 | -3 | -1 | -10 | 0 | -13 | i | 11
23 | COc1cccc(OCC(=O)NNC(=O)c2cnccn2)c1 | -0.1 | -1 | -2 | 0 | -9 | -2 | -9 | i | 11
24 | O=C(O)c1cc(O)c2c(c1)C(=O)c1cc(O)cc(O)c1C2=O | 0.1 | 22 | -5 | 6 | 1 | 46 | 14 | i | -9
25 | Nc1ncc(CCN2CCOCC2)c(-c2ccc(F)cc2)n1 | 0.3 | 0 | -1 | 4 | -4 | -7 | 4 | i | 19

Exported with one line to a screen: entries from further up
17. CS(=O)(=O)N1CCN(c2ccccc2NC(=O)c2cccs2)CC1
18. O=C(NCC1CCCO1)C1CCCN(S(=O)(=O)c2cccc(C(F)(F)F)c2)C1 (configuration not stated)
19. COCOCCn1cc(CN2CCS(=O)(=O)N(Cc3ccc(-c4ccc(Cl)cc4)cc3)C(C(C)C)C2=O)nn1 (configuration not stated)
20. CCc1nc2nc(C)c(NS(=O)(=O)c3ccc(C4CCCCC4)cc3)c(=O)n2[nH]1
21. CSc1sc(-c2ccnc(SCCS(C)(=O)=O)n2)c(-c2ccccc2)c1C#N

assay / entry	17	18	19	20	21
MsrA inh	0.4	0.6	-0.7	1.7	0.0
MT1-MMP act inh	4	1	-1	2	6
bovine MsrA act	0	-4	-4	-10	-4
Rin1-Abl PPI inh	0	1	-3	4	1
FAS-TE inh	-1	-1	2	4	36
CSN inh	-1	1	-3	0	0
E coli Lon inh	6	-1	0	-1	9
Rpn11 block	i	i	i	i	i
PABP1 MLLE inh	14	-6	-4	-1	13

Further entries
No. | structure | MsrA inh | MT1-MMP act inh | bovine MsrA act | Rin1-Abl PPI inh | FAS-TE inh | CSN inh | E coli Lon inh | Rpn11 block | PABP1 MLLE inh
26 | CCN(CCCNC(=O)CC(C(=O)N1CCc2ccccc21)n1ccnc1)c1cccc(C)c1 (configuration not stated) | -1.6 | -1 | -2 | 2 | 4 | -4 | 3 | i | 10
27 | CCOC(=O)CNC(=S)N(CCCN1CCCC1)Cc1cccs1 | 0.1 | 0 | -2 | 0 | -4 | 0 | -2 | i | -57
28 | Cc1ccc(Cn2nnc3c(=O)[nH]c(C4CCN(S(=O)(=O)c5ccc(S(=O)(=O)NC6CC6)cc5)CC4)nc32)cc1 | 0.5 | 2 | 1 | 4 | -49 | 6 | -7 | i | -14
29 | Cc1cc(C)cc(N(CC(=O)Nc2ccccc2-c2ccccc2)S(=O)(=O)c2ccccc2)c1 | 0.1 | -2 | -7 | -3 | 34 | -9 | -6 | i | -3
30 | CC(C)C(NC(=O)c1ccccc1)C(=O)N1CCN(C/C=C/c2ccccc2)CC1 (configuration not stated) | -1.1 | -3 | -2 | -2 | -3 | -1 | 0 | i | 5
31 | COCCN(C(=O)COC(=O)c1cnc(C)cn1)c1c(N)n(Cc2ccccc2)c(=O)[nH]c1=O | 0.2 | 0 | -5 | 4 | -7 | 9 | -5 | i | 7
32 | CCOC(=O)CSCc1cn2cc(Cl)ccc2n1 | / | 4 | -2 | -1 | -2 | -2 | -6 | i | 4
33 | O=[n+]1c2c(n([O-])c3cc(F)c(F)cc31)CCCC2 | 1.8 | 0 | 2 | -3 | -15 | -2 | 6 | i | 16
34 | CCCCn1ccnc1C(=O)c1cccc(S(=O)(=O)N2c3ccccc3CC2C)c1 (configuration not stated) | 1.8 | -7 | 0 | 1 | 27 | 3 | -5 | i | 4
35 | CCOC(=O)N1CCC(Nc2nc(OC)nc(OC)n2)CC1 | 0.0 | -4 | -1 | -2 | -6 | -4 | -13 | i | 2
36 | CCn1c(=O)c2c3c(sc2n2c(SCc4ccc(F)cc4)nnc12)CCCC3 | 0.4 | -8 | -5 | -2 | -4 | 2 | -14 | i | -114
37 | CC(C)(C)CNC(=O)C1(C)CCN1C(=O)Cc1ccc(C(C)(C)C)cc1 (configuration not stated) | 0.8 | 7 | -6 | 0 | 19 | -3 | 8 | i | -8
38 | COc1ccc(C)cc1NC(=O)C(OC(=O)CNC(=O)c1ccc(Oc2ccccc2)cc1)c1ccccc1 (configuration not stated) | 0.9 | -2 | -4 | -2 | 34 | -4 | -6 | i | -2
39 | CC(C)(C)C(=O)N1CCC(O)(CS(=O)(=O)Cc2ccccc2Cl)CC1 | 0.1 | -2 | -11 | -2 | -13 | -5 | 3 | i | -11
40 | O=C(CCCSc1nc(-c2ccco2)cc(C(F)(F)F)n1)NCc1cccs1 | -0.8 | -4 | 3 | 3 | 18 | 4 | -10 | + | -8
41 | Cc1cccc(-c2noc(CN(C(=O)/C=C/c3ccccc3Cl)C(C)C)n2)c1 | 2.5 | -1 | 2 | 0 | 39 | -4 | -1 | i | 16
42 | COc1ccc(NC(C)c2cc(Cl)ccc2O)cc1 (configuration not stated) | -1.3 | -2 | -2 | -1 | 6 | 1 | 0 | i | -12
43 | CCN1CCN(C(c2cccnc2)c2cc(Cl)c3cccnc3c2O)CC1 (configuration not stated) | -0.4 | -5 | -10 | 4 | -7 | 5 | 0 | i | 34
44 | O=C(NCC1(c2ccccc2)CCCC1)C1(c2ccccc2)CCCC1 | 0.8 | -24 | 6 | 3 | 20 | -2 | -5 | i | 0
45 | CC(C)(C)c1ccc(C2CC2C(=O)N/N=C\c2ccc[nH]2)cc1 (configuration not stated) | 2.0 | -42 | -4 | 7 | 33 | 11 | -10 | i | 15
46 | Cc1ccccc1OCC(=O)NNC(=O)Cc1ccc(S(=O)(=O)N2CCOCC2)s1 | 1.2 | 3 | -2 | 0 | -7 | -2 | -4 | i | 9
47 | C=CCOc1nc(N2CCCC2)nc(N2CCCC2)n1 | 0.2 | -2 | -1 | -2 | -3 | 3 | 2 | i | 4

Entries listed so far printed as active in Rpn11 block.
No. | Molecule | MsrA inh | MT1-MMP act inh | bovine MsrA act | Rin1-Abl PPI inh | CSN inh | E coli Lon inh | Rpn11 block | PABP1 MLLE inh
40 | O=C(CCCSc1nc(-c2ccco2)cc(C(F)(F)F)n1)NCc1cccs1 | -0.8 | -4 | 3 | 3 | 4 | -10 | + | -8

Looked up above.
COc1ccc(-c2nc(SC(C)C(=O)NCC3CCCO3)n[nH]2)cc1 (configuration not stated) in PABP1 MLLE inh shows -44
CCOC(=O)CSCc1cn2cc(Cl)ccc2n1 in bovine MsrA act shows -2
O=S1(=O)CC(N2CCC(Cc3ccccc3)CC2)CN1C1CCCC1 (configuration not stated) in MT1-MMP act inh shows 3
COc1ccc(NC(C)c2cc(Cl)ccc2O)cc1 (configuration not stated) in MT1-MMP act inh shows -2
